# D1 PAM = potentiators of human D1 dopamine receptor. P21728. HEK293 TREx D1 cells, calcium flux, dopamine EC20 potentiation. potentiation, % at 10 µM. 360,000 compounds, 0.036% hits. AID 504651; in the data active means potentiation above about 30%; further: 0% is about no effect
# TRHR enhancer = allosteric enhancers of human TRH receptor; TRHR cells, fluo-8 calcium fluorescence, EC20 TRH enhancement; enhancement, % at 2 µM; 360,000 compounds, 0.66% hits; AID 493056; in the data active means enhancement above about 30%; further: 0% is about no effect
#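 Enhancer read-out: after compound pinning and an initial kinetic agonist-mode read, an EC20 of TRH (10 nM final) was injected and fluo-8 calcium signal (Ex 480/Em 530) followed at 1 s/cycle for 100 cycles in TRHR-expressing cells.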
# TRHR ag = activates the human TRH receptor. 360,000 compounds, 0.18% hits. TRHR cells, calcium flux fluo-8, FDSS agonist mode. P34981. activation, % at 2 µM; further: 0% is about no effect
#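 Steps: seed TRHR cells overnight; add fluo-8 no-wash Ca dye, RT 30 min–1.5 h; record 10 s baseline; pin-transfer compounds; monitor fluorescence 1 cycle/s for the agonist window. Calcium increases flag candidate agonists.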
# RXFP1 antag = antagonists of human relaxin receptor RXFP1; Q9HBX9; HEK293-RXFP1, relaxin-stimulated cAMP HTRF, 30 min; hits give low values; activity change, negative = inhibition, % at 57.5 µM; 350,000 compounds, 0.59% hits;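 active means activity change of -60% or lower, but not beyond a set lower limit; inconclusive means change between -60% and -40%, or beyond the set limit; inactive means change above -40%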; further: on the % scale 0 is the no-effect control and ±100 the full control effect
# Target sequence (Q9HBX9 whole entry, looked up): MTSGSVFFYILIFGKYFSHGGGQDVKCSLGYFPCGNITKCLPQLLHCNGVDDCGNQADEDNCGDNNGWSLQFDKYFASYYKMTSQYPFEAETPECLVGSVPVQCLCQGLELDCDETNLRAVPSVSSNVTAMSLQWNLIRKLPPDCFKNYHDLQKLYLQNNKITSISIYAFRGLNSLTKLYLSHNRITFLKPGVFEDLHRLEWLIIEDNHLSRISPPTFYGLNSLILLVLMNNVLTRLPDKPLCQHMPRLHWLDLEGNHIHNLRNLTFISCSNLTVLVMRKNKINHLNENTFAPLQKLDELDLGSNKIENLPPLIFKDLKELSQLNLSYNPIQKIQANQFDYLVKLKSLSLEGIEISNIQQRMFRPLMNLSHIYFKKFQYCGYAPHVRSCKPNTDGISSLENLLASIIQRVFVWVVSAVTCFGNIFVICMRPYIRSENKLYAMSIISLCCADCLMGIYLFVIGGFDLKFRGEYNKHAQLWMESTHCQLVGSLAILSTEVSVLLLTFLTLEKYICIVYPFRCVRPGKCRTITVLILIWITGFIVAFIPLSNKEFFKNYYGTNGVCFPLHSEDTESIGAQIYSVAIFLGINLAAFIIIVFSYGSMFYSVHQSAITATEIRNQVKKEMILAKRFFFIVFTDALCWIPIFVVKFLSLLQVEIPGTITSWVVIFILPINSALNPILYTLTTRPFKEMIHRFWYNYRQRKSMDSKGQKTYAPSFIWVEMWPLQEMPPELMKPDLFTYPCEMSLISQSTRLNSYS
# D2 ag = activates the human D2 dopamine receptor; P14416; HEK293 T-REx D2 cells, calcium flux agonist mode; activation, % at 2 µM; 340,000 compounds, 0.53% hits; AID 485358;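 active means activation over 3 SD above normal in the single-dose calcium agonist read, cut at about 30% in these data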; further: 0% is about no effect
#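 Calcium-flux readout, 1 cycle/sec over 180 s following compound pin transfer, in inducible HEK293 Trex D2 cells (force-coupled); dopamine controls included. Positive calcium responses during this window marked compounds as potential agonists.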
# D2 potentiator = positively modulates the human D2 dopamine receptor allosterically; HEK293 T-REx D2, calcium flux, EC20 dopamine potentiation; AID 485347; potentiation, % at 10 µM; 340,000 compounds, 0.34% hits; P14416;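 active means potentiation over 3 SD above the plate norm, cut at about 30% in these data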; further: 0% is about no effect
#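 Potentiation of an EC20 dopamine calcium response is measured in a force-coupled, tetracycline-inducible Hek293 Trex D2 line. Compound-only kinetic reads over 180 s flag agonists before dopamine addition.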
# D1 ag = agonists of human D1 dopamine receptor; activation, % at 2 µM; AID 504660; 360,000 compounds, 1% hits; HEK293 T-REx D1 cells, calcium flux, agonist mode; P21728; further: 0% is about no effect
#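 Inducible HEK293 T-REx D1 cells, force-coupled to calcium signalling, were plated at 4000 cells/well with tetracycline and held overnight at 30 C. After no-wash calcium dye loading, compound-evoked calcium rise over 180 s flagged agonists.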
# D1 antag = antagonists of human D1 dopamine receptor; HEK293 TREx D1 cells, calcium flux, dopamine EC80; hits give low values; activity change, negative = inhibition, % at 10 µM; 360,000 compounds, 3.2% hits; in the data active means activity change below about -30%; further: on the % scale 0 is the no-effect control and ±100 the full control effect
#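 Calcium flux readout: force-coupled, inducible Hek293 Trex D1 line, cells induced overnight at 30 C with tetracycline, dye-loaded 30–90 min at RT. Antagonism scored against EC80 dopamine challenge given 180 s after compound.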
# D2 antag = antagonists of human D2 dopamine receptor | P14416 | 340,000 compounds, 2% hits | inhibition, % at 10 µM | AID 485344 | HEK293 TREx D2 cells, calcium flux, dopamine EC80; in the data active means inhibition above about 30%; further: 0% is about no effect
#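 Cells plated overnight at 30 C with tetracycline; no-wash calcium dye, 30–90 min RT; 10 s baseline; compound pinned; 180 s read; EC80 dopamine added; another 180 s read.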
# The depositor's hits bear a star; ? = inconclusive; / = no result given; & = joins results of further samples. Unless noted, no stated cut-off is given here; in the data, active means activation above about 30%; inactive means the rest.
SMILES,D1 PAM,TRHR enhancer,TRHR ag,RXFP1 antag,D2 ag,D2 potentiator,D1 ag,D1 antag,D2 antag
COc1ccc(/C=N/N(C(C)=O)c2nc(-c3ccc(C)cc3)cs2)cc1,2,15,-1.0,-3,-1.1,30*,6,-7,-21
COc1cccc(CNC(=O)N2CCN(c3ccccc3Cl)CC2)c1,-5,-2,-0.9,-11,0.8,-18,-4,-11,-2
O=C(NC1CCCC1)c1ccc(CS(=O)(=O)c2ccc(Cl)cc2)o1,-3,-7,-0.7,7,-0.9,5,3,-12,13
Nc1nc(N2CCN(C/C=C/c3ccccc3)CC2)nc2ccccc12,-19,1,1.1,-1,1.2,-13,40*,-50*,30
CC(CNc1nc2ccccc2n2cnnc12)c1ccccc1 (stereo unspecified),-5,7,-0.5,9,-1.0,3,0,4,-16
CC(C)NC(=O)CCCc1cn(C)c2ccccc12,1,-3,-0.1,9,0.1,-5,2,-2,1
CCOc1cc(C)c(C(C)C)cc1S(=O)(=O)N1CC(C)OC(C)C1 (stereo unspecified),-1,-2,0.4,0,-2.6,2,2,3,10
COc1ccccc1NC(=O)c1sc(Cl)nc1C,-1,6,0.7,-7,0.7,6,0,-1,1
CCCOC(=O)c1c(C)oc2c1cc(NS(=O)(=O)c1ccc(OCC)cc1)c1ccccc12,-1,1,0.4,-11,/,-4,1,8,/
COc1ccc(NC(=O)CCN2CCCC2)c(OC)c1,7,6,0.3,1,0.7,7,3,1,12
O=C(CSCc1ccc([N+](=O)[O-])cc1)Nc1ccccc1C(=O)O,-4,2,-0.1,?,1.6,2,3,14,-9
CCOc1ccc(S(=O)(=O)N2CCC(N3CCN(Cc4ccc(F)cc4)C(=O)C3=O)CC2)cc1,-2,0,-0.7,-6,-0.4,0,4,-4,/

# Exported with each value named: part of the list above
> CCOc1ccc(S(=O)(=O)N2CCC(N3CCN(Cc4ccc(F)cc4)C(=O)C3=O)CC2)cc1
  D1 PAM: -2 | TRHR enhancer: 0 | TRHR ag: -0.7 | RXFP1 antag: -6 | D2 ag: -0.4 | D2 potentiator: 0 | D1 ag: 4 | D1 antag: -4 | D2 antag: /
> COc1ccc(/C=N/N(C(C)=O)c2nc(-c3ccc(C)cc3)cs2)cc1
  D1 PAM: 2 | TRHR enhancer: 15 | TRHR ag: -1.0 | RXFP1 antag: -3 | D2 ag: -1.1 | D2 potentiator: 30* | D1 ag: 6 | D1 antag: -7 | D2 antag: -21
> O=C(CSCc1ccc([N+](=O)[O-])cc1)Nc1ccccc1C(=O)O
  D1 PAM: -4 | TRHR enhancer: 2 | TRHR ag: -0.1 | RXFP1 antag: ? | D2 ag: 1.6 | D2 potentiator: 2 | D1 ag: 3 | D1 antag: 14 | D2 antag: -9
> CCOc1cc(C)c(C(C)C)cc1S(=O)(=O)N1CC(C)OC(C)C1 (stereo unspecified)
  D1 PAM: -1 | TRHR enhancer: -2 | TRHR ag: 0.4 | RXFP1 antag: 0 | D2 ag: -2.6 | D2 potentiator: 2 | D1 ag: 2 | D1 antag: 3 | D2 antag: 10

# Back to the main list, repeating the 2 entries before the break.
SMILES,D1 PAM,TRHR enhancer,TRHR ag,RXFP1 antag,D2 ag,D2 potentiator,D1 ag,D1 antag,D2 antag
O=C(CSCc1ccc([N+](=O)[O-])cc1)Nc1ccccc1C(=O)O,-4,2,-0.1,?,1.6,2,3,14,-9
CCOc1ccc(S(=O)(=O)N2CCC(N3CCN(Cc4ccc(F)cc4)C(=O)C3=O)CC2)cc1,-2,0,-0.7,-6,-0.4,0,4,-4,/
O=C(Nc1ccon1)c1ccc(S(=O)(=O)N2CCOCC2)cc1,-3,-8,0.2,-3,-0.6,-3,4,16,7
COC(=O)c1cc(NC(=O)CN2CCc3cc4c(cc3C2)OCCCO4)cc(C(=O)OC)c1,9,4,-0.1,/,0.5,-1,-1,10,21
CC(C)N(C(=O)Cn1cc(SCC(=O)Nc2ccccc2C(F)(F)F)c2ccccc21)C(C)C,-2,-7,-0.1,12,-0.1,3,0,-18,/
COc1ccc(-c2noc(CCC(=O)Nc3cccc(C)c3)n2)cc1,-4,2,-0.8,3,/,-5,6,-45*,/
CC(=O)c1ccc(NC(=O)c2ccc(CNc3c(N4CCOCC4)c(=O)c3=O)cc2)cc1,1,0,-1.1,-7,-1.0,3,2,10,-11
Cc1ccc(C(=O)/C=C/c2cc(C#N)n(C)c2C)cc1,/,-16,1.1,5,/,/,13,-1,/
CCOC(=O)c1c(NC(=O)c2cc(-c3ccc(Br)cc3)on2)sc(C)c1C,3,11,-0.9,-5,-0.4,7,-1,8,/
COc1ccc(N(C)C(=O)c2cc3c(s2)-c2ccc(Cl)cc2S(=O)(=O)C3)c(OC)c1,-1,-12,-1.4,-4,-0.2,5,0,-13,-11
CC(=O)Oc1ccc(N2C(=O)C3C4C=CC(CC4)C3C2=O)cc1[N+](=O)[O-] (stereo unspecified),3,-8,-0.8,-19,-1.3,15,5,-11,62*
O=c1c2cc(NC(=S)N3CCCCCC3)ccc2nc2n1CCCCC2,7,5,0.2,8,2.4,4,9,-20,0
COC(=O)c1c(-c2cc(C)ccc2C)csc1NC(=O)C1CC=CCC1C(=O)O (stereo unspecified),9,-7,-1.5,-14,-2.1,4,1,8,-5
O=C(NCCCN1CCOCC1)c1ccc2c(c1)N(Cc1ccccc1)C(=O)c1ccccc1S2=O (stereo unspecified),-1,0,0.0,-10,2.7,-2,3,6,-1
Cc1nn(Cc2ccc(F)cc2)c2sc(C(=O)Nc3ccccc3N3CCOCC3)cc12,1,0,-0.6,-4,1.0,9,2,4,3
CN1CCNC(=O)C1CC(=O)N1CC=C(c2ccc(F)cc2)CC1 (stereo unspecified),1,-4,-0.1,10,0.8,19,2,-8,6
Cc1cc(C)c(S(=O)(=O)NCc2cccnc2)cc1C,0,2,0.2,10,0.2,12,11,-7,13
Cc1ccc(CCSc2ccc(F)cc2)cn1,-1,-8,-1.2,0,-0.3,4,3,-5,2
c1csc(C(c2nnnn2C2CCCC2)N2CCCC3(CCCCC3)C2)c1 (stereo unspecified),5,7,-0.8,7,-0.1,7,3,9,31*
COc1ccc(OC)c(S(=O)(=O)N2CCC(C(=O)NCc3ccc4c(c3)OCO4)CC2)c1,-4,-4,-0.6,-5,-0.9,-11,2,-4,-10
Nc1nc(SCC(=O)NCCO)nc2sc3c(c12)CCCC3,-1,1,-0.8,8,0.2,9,-3,0,-5
CCc1ccc(C(=O)CN2C(=O)NC(C)(c3ccc(C)cc3)C2=O)cc1 (stereo unspecified),-1,10,1.0,3,-0.4,/,9,15,-7
CN(c1ccccc1C(=O)NCC1CCCO1)S(C)(=O)=O (stereo unspecified),-2,24,0.1,0,0.5,-5,0,-2,-11
OCc1cnc(SCc2ccc(F)cc2)n1Cc1ccc(F)cc1,-2,14,0.8,/,-1.1,4,12,-2,/
COc1ccccc1-c1cc(C(F)(F)F)nc(S(=O)(=O)CCCC(=O)NC(C)C)n1,-2,9,-0.9,16,-0.2,0,0,-6,-15
CCCCS(=O)CC(COc1ccc(Cl)cc1)OC(=O)c1ccccc1 (stereo unspecified),0,0,0.0,-13,0.3,-4,3,15,10
Cc1cc(=O)n(Cc2cccc(Br)c2)c2c1c(C)nn2-c1ccccc1,-6,-4,0.5,-3,/,6,14,-79*,/
CCOCCc1nn2c(=O)cc(COC(=O)c3ccccc3NC(=O)c3cccs3)nc2s1,0,-4,0.5,-8,/,-6,2,-17,/
Cc1ccc(NC(=O)N(CCC(=O)O)Cc2ccccc2)cc1,-3,1,0.0,11,0.0,3,1,12,-1
COC(=O)c1cc(C(=O)OC)cc(-n2c(C)cc(C=O)c2C)c1,3,1,-0.2,-12,-0.1,-1,2,-4,-2
CC1CCN(CCNC(=O)C2CCN(S(=O)(=O)c3cccc4nsnc34)CC2)CC1,8,-1,0.0,6,1.6,6,3,10,4
COc1ccc(C(=O)CCC(=O)N2CCN(c3cccc(Cl)c3)CC2)cc1,-4,-6,-0.2,-12,-0.2,-9,12,-33*,-10
N#C/C(=C(O)\C=C\c1ccccc1)c1nc2ccccc2[nH]1,-16,6,0.6,6,0.2,-1,3,-31*,18
O=C(CN1C(=O)S/C(=C/c2cccs2)C1=O)N1CCOCC1,-5,-4,0.0,-2,-1.1,-4,2,-10,-6
Cc1ccc(NC(=O)COC(=O)CSC(=S)N2CCOCC2)cc1,-3,0,-0.8,-2,0.2,14,0,18,16
Cc1nnc(N2CCCC(C(=O)Nc3cc(F)ccc3F)C2)c2nn(-c3ccccc3)c(C)c12 (stereo unspecified),3&2,-2&-2,2.0&0.0,-8&-21,-0.7&0.6,10&-6,2&0,37&6,10
COc1ccccc1CNc1nc(-c2ccco2)nn1C(=O)c1ccccc1[N+](=O)[O-],-2,-2,-0.2,-11,0.2,13,0,3,/
Cc1sc2nc(COC(=O)C(NC(=O)c3ccc(Cl)cc3Cl)C(C)C)[nH]c(=O)c2c1C (stereo unspecified),1,6,0.8,/,-0.4,-3,7,-10,5
COCCCNC(=O)CCc1c(C)nc2nc(-c3cc(OC)cc(OC)c3)nn2c1C,-2,22,0.1,/,/,-8,1,-31*,/
CCOC(=O)C1(CCc2ccccc2)CCN(C(=O)C2CCCO2)CC1 (stereo unspecified),-7,16,-1.0,0,/,/,2,-23,/
OC(COc1ccc2ccccc2c1Br)Cn1ccnc1 (stereo unspecified),-7,14,1.5,-1,-0.3,2,9,-10,-5
CCOc1c(CNCCCSc2nc(C)cc(C)n2)cccc1OC,-7,0,0.1,6,-1.1,-11,13,-15,19
CN1CCN(C(=O)c2ccc3c(Cl)c4c(nc3c2)CCCC4)CC1,-7,-4,0.3,24,2.5,11,1,3,-11
C/C=C/c1ccc(OCCCCOc2c(OC)cccc2OC)c(OC)c1,-9,-6,0.0,6,-0.3,-2,14,-5,-8
CCOC(=O)N1CCC(N2Cc3cccc(C(=O)O)c3C2=O)CC1,-5,19,0.0,-4,/,/,-3,9,/
O=C(COc1ccc(Cl)cc1)Nc1ccc2oc(-c3ccncc3)nc2c1,-1,2,0.5,-16,0.4,16,2,13,-5
CCOC(=O)CC(=O)CSc1[nH]c(=O)cc(C)c1C#N,-4,-5,2.1,7,1.2,11,2,4,16
O=C(CCSCc1ccccc1Cl)N1CCN(c2ccccn2)CC1,0,-5,0.6,4,1.2,-11,1,19,-32
COC(=O)C1=C(C)N(C)C(=O)/C1=C\c1cccs1,-8,-7,0.1,-10,0.2,5,0,-8,-20
COC(=O)c1ccccc1NC(=O)CSc1nc2c(c(=O)[nH]1)CCC2,8,5,-0.7,-12,0.0,0,4,0,2
OC(COc1ccc(OCc2ccccc2)cc1)CN1CCOCC1 (stereo unspecified),0,3,0.0,14,0.7,5,9,-7,6
COc1ccccc1NC(=O)CCN1C(=O)c2ccccc2S1(=O)=O,5,9,0.0,0,0.3,6,1,-22,-1
CN(Cc1ccccc1)C1(CNC(=O)CCC(F)(F)F)Cc2ccccc2C1,0,-7,-1.1,-7,-2.2,-7,1,20,-13
Oc1c(C(c2ccccc2Cl)N2CCCC2)ccc2cccnc12 (stereo unspecified),3,0,0.6,6,0.1,1,5,6,7
Cn1cc(S(=O)(=O)N2CCCC2)cc1C(=O)N1CCN(c2cccc(Cl)c2)CC1,-9&-4,19&7,-0.6&-0.4,-3&-8,11&0.0,-2&3,8&0,11&-10,0

# High-throughput results as filed in PubChem BioAssay.

# No enrichment for hits. About 7.3% of those tested had a hit in this group.
